Assay outcomes (PubChem BioAssay)
STK33 kinase inh: inhibitors of human STK33 kinase; purified STK33, MBP phosphorylation, ADP-Glo luminescence; inhibition, % at 10 µM; 0.073% of 320,000 active;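 active means inhibition at or above 25%, using the most active replicate where run in duplicate; inactive means inhibition below 25%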
Target sequence (Q9BYT3 whole entry, looked up): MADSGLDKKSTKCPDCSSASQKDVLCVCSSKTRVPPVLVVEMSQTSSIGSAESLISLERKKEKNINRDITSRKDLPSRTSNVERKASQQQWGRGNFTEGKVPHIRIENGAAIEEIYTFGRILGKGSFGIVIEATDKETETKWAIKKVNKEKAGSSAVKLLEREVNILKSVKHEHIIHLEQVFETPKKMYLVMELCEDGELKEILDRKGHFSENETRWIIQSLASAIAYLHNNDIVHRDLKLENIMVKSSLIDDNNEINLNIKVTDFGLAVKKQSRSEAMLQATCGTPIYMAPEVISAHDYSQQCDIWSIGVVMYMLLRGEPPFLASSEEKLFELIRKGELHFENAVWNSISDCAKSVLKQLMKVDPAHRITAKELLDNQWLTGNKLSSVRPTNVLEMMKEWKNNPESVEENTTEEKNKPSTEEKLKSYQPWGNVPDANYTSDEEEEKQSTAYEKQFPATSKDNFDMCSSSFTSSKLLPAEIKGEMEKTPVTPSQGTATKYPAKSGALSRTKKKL
CHT allo act: allosterically activates the human high affinity choline transporter | Q9GZV3 | CHT-expressing cells, membrane potential dye, choline EC20; active compounds read high; LV-AA mutant CHT in HEK293 cells | B-score at 10 µM | AID 488977 | 0.49% of 310,000 active;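 active means initial fluorescence not abnormally high and integrated response B-score, plate-corrected, over 3 SD above library mean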
CHT block: inhibitors of human choline transporter CHT. Q9GZV3. CHT-expressing cells, membrane potential dye, choline response; active compounds read low. B-score at 10 µM. 0.86% of 310,000 active. AID 488975;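 active means B-score over 3 SD under the library average, and starting fluorescence ratio not unusually high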;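 further: choline stimulus applied at its EC90 after an EC20 pre-addition; B-score computed on integrated fluorescence ratio after choline addition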
Starred values were filed as active, the others as inactive; i = inactive; x = not tested or not shown.

canonical_smiles	CHT block	CHT allo act	STK33 kinase inh
CC(=O)c1sc(NC(=O)c2cccnc2Cl)nc1C	i	i	-2.3
Cc1ccc2oc(=O)c3cnn(CC(=O)N4CCN(c5ccccc5)CC4)c3c2c1	i	i	-2.9
CCN1CCC(C(N)=O)CC1	i	i	-0.7
O=C(CNC(=O)N1CC(=O)Nc2ccccc21)NCc1ccc(Cl)cc1	i	i	-0.4
Cc1cc(=O)n2nc(N3CCCC(C(=O)NCc4ccccc4)C3)sc2n1 (stereo not drawn)	i	i	-0.1
CCCC(=O)c1cc(F)c(N2CCOCC2)cc1C	i	i	-1.8
Cc1ccc(CNc2nc(N)c([N+](=O)[O-])c(Nc3ccc(F)cc3)n2)cc1	i	i	-1.1
Oc1ccccc1N=Cc1c(O)ccc2oc3c(c12)CCCC3	i	i	5.1
O=C(NC1CCN(C(=O)C2CCCCC2)CC1)c1ccccc1	i	i	-1.0
CC1=C(C(N)=O)C(c2ccco2)C(C(N)=O)=C(C)N1	i	i	0.1
Cc1cc(C)c2c(n1)sc1c(=O)n(-c3ccccc3)c(=O)[nH]c12	i	i	0.2
Cc1ccccc1-n1ncc2c1CC(C)(C)CC2NC(=O)c1cn[nH]c1C (stereo not drawn)	i	i	x
COc1ccccc1CNC(=O)[C@H](C)NC(=O)C1CCN(C(=O)[C@H](CCSC)NC(=O)OC(C)(C)C)CC1	i	i	-0.4
CCC(=O)N1CCN(c2ccccc2NC(=O)COc2ccc(C(C)C)cc2)CC1	i	i	2.4
Cc1ccc(NC(=O)C2CCN(c3nc(C)cc(C)n3)CC2)cc1	i	i	-1.7
N#Cc1nc(COc2ccc(Cl)cc2)oc1NCc1ccc2c(c1)OCO2	i	i	-1.3
COC(=O)C1=C(C(=O)OC)[C@@H]2N(C)c3ccccc3[C@@]23C[C@@H](C(=O)OC)N(C(=O)CC(C)C)C3=N1	i	i	-0.3
O=C(N/N=C\C=C\c1ccc([N+](=O)[O-])o1)c1cccs1	i	i	8.8
CC(=O)N1CCCc2cc(S(=O)(=O)N3CCCC(C(=O)NCc4ccccc4)C3)ccc21 (stereo not drawn)	i	i	0.4
O=C(Nc1ccccc1Oc1ccsc1C(=O)O)c1ccccc1	i	i	-0.6
CCn1c(COc2cccc3ccccc23)nnc1SCC(N)=O	i	i	-1.4
CC(=O)Nc1cc2nn(-c3ccccc3)nc2cc1C	i	i	-0.6
COC(=O)c1c(C)nc(C)c(C(=O)OC)c1-c1cccs1	i	i	-2.2
O=c1c(C=NCCCO)c(-c2ccccc2)[nH]n1-c1nc2ccccc2s1	i	i	-4.7
Cc1ccc(CCC2C3=C(CCCC3=O)OC3=C2C(=O)CCC3)cc1	i	i	0.1
Cc1ccc(C(=O)C(C)OC(=O)Cn2[nH]c(=O)c3ccccc3c2=O)cc1 (stereo not drawn)	i	i	0.9
CCc1ccc(OCCCC(=O)Nc2ccc(N3CCOCC3)cc2)cc1	i	i	-0.5
CCn1c2ccccc2c2cc(NC(=O)CNC)ccc21	i	i	0.1
Clc1ccc(Cl)c(-c2ccc(/C=N/c3ncn[nH]3)o2)c1	i	i	-0.2
CC(C)CN(C(=O)COC(=O)Cn1cnc2ccccc2c1=O)C1CCS(=O)(=O)C1 (stereo not drawn)	i	i	-1.8
CCCCC(=O)N/N=C(/C)C1=C(C)C(C)(C)OC1=O	i	i	-0.9
COc1ccc(S(=O)(=O)Nc2cc3c4c(c2)CCC(=O)N4CCC3)cc1C	i	i	-0.3
COc1ccc(CCNS(=O)(=O)c2ccc3c(c2)NC(=O)CCS3)cc1OC	i	i	-0.4
COc1ccccc1OCC(=O)N1CCCC(Nc2ccc(C)c(C)c2)C1 (stereo not drawn)	i	i	0.6
CC(=O)c1ccc(S(=O)(=O)N2CCN(C)CC2)cc1	i	i	-0.1
CCc1c(C)nc2ncnn2c1N1CCCC(C(=O)Nc2cc(F)ccc2C)C1 (stereo not drawn)	i	i	1.6
CN(CC1CCN(CCc2cccc(C(F)(F)F)c2)CC1)C(=O)c1ccccc1	i	i	0.7
COc1c(O)cccc1[C@H](O)C1CCN(CCc2ccc(F)cc2)CC1	i	i	-0.1
CCN=c1sc(C(=O)Nc2ccccc2)c(C)n1CC	i	i	1.3
O=C(CC1C(=O)NCCN1Cc1ccccc1C(F)(F)F)NC1CCC1 (stereo not drawn)	i	i	-1.1
CC(=O)Nc1nc(CCC(C)C)cc2c1c(=O)oc1ccccc12	i	i	0.8
Cn1c(=O)c2c(ncn2CC(=O)OCC(=O)NC(c2ccccc2)c2ccccc2)n(C)c1=O	i	i	0.0
Clc1cccc(Cl)c1C[n+]1cccc2ccccc21	i	i	-0.6
CCN1C=CC2=C(C#N)C(N)C(C#N)(C#N)C(c3ccccc3C(F)(F)F)C2C1 (stereo not drawn)	i	i	0.8
CCN1C(=O)[C@H]2[C@@H](c3ccc(C)cc3)N3C(=O)N(c4cccc(Br)c4)C(=O)[C@@]3(CC(C)C)[C@H]2C1=O	i	i	-0.8
Cc1cccc(NC(=O)CCN2CCOCC2)c1	i	i	x
CCOC(=O)Nc1sc2c(c1C#N)CCC(C)C2 (stereo not drawn)	i	i	-1.0
O=C(NCc1ccccc1Cl)C1CCC(=O)N(C2CC2)C1 (stereo not drawn)	i	i	-0.3
CC(=O)Nc1ccc(C(=O)NNC(=O)CCc2ccccc2)cc1	i	i	-0.6
C/C(=N\Nc1nccnc1Cl)c1ccc(Br)cc1	i	i	-0.3

In the list so far, 2 have bromine.
canonical_smiles	CHT block	CHT allo act	STK33 kinase inh
CCN1C(=O)[C@H]2[C@@H](c3ccc(C)cc3)N3C(=O)N(c4cccc(Br)c4)C(=O)[C@@]3(CC(C)C)[C@H]2C1=O	i	i	-0.8
C/C(=N\Nc1nccnc1Cl)c1ccc(Br)cc1	i	i	-0.3

Remaining list, next part
canonical_smiles	CHT block	CHT allo act	STK33 kinase inh
Cc1ccc(N(CCC#N)C(=O)COC(=O)C2=COCCO2)cc1	i	i	-0.9
CC(C)NS(=O)(=O)c1ccc(CCC(=O)N2CCCCC2)cc1	i	i	-2.0
[O-][n+]1onc2c1CCc1c-2nn(-c2ccccc2Cl)[n+]1[O-]	i	i	-0.7
CCOc1nc(S(=O)(=O)c2ccc(C)cc2)c(Cl)s1	i	i	-0.4
COC(=O)c1c(NC(=O)C2(C)Cc3ccccc3C(=O)O2)sc2c1CCCC2 (stereo not drawn)	i	i	-0.2
CC1(C)CC(=O)C(C=NCCN2CCN(CC(=O)Nc3ccccc3)CC2)=C(O)C1	i	i	-1.0
CCOC(=O)c1cc2c(=O)n3ccccc3nc2n(C(C)C)c1=NC(=O)c1ccco1	i	i	-1.2
COc1cc(S(=O)(=O)NC2CCCCC2)ccc1Cl	i	i	-1.0
O=C(NC1CC1)C1CC(=O)N(c2cccc(Cl)c2Cl)C1 (stereo not drawn)	i	i	1.2
CC(C)c1ccc(OCC(=O)N(Cc2ccccc2)c2ccccn2)cc1	i	i	0.1
CCn1c(C)nc2c(=O)oc3ccccc3c21	i	i	1.1
O=C(O)c1cccc(Nc2nc(-c3ccccc3)nc3ccccc23)c1	i	i	0.9
CCN(CC)CCNC(=O)Cn1nc(-c2ccccc2)c2ccccc2c1=O	i	i	-0.4
COc1cc2c(C(=O)NCCCN3CC(C)CC(C)C3)cn(CC(C)C)c(=O)c2cc1OC (stereo not drawn)	-5.8*	i	-1.1
CCc1nnc(NC(=O)c2cnccn2)s1	i	i	-2.9
Fc1cccc(Cl)c1CNCc1cccnc1	i	i	0.0
Cc1noc(C)c1COc1cccc(C(=O)OCCOc2ccc(F)cc2)c1	i	i	-1.4
O=C(NNc1ccc([N+](=O)[O-])cc1)c1ccco1	i	i	-0.6
Cc1nc2c(C#N)c[nH]n2c(=O)c1CCO	i	i	-0.4
Cc1noc(NS(=O)(=O)c2ccc(NC(=O)C(F)(F)C(F)(F)C(F)(F)F)cc2)c1C	i	i	-0.3
CCC(C)(C)NC(=O)C(c1cccc(OC)c1)N(C(=O)c1ccn[nH]1)c1cccc(OC)c1 (stereo not drawn)	i	i	-2.8
CN1C(=O)Cc2cc(S(=O)(=O)NCCc3ccccc3)ccc21	i	i	-1.4
CC(=O)NC(CCS(C)(=O)=O)C(=O)Nc1ccc2c(c1)OCO2 (stereo not drawn)	i	i	0.5
CCn1c(=NC(=O)C2COc3ccccc3O2)sc2c(C)ccc(OC)c21 (stereo not drawn)	i	i	-0.8
CCOc1ccccc1N(CC(=O)NCc1ccccc1)C(=O)CCC(=O)Nc1cc(C)ccn1	i	i	5.1
CC(C)n1c2ccccc2c2cc([N+](=O)[O-])ccc21	i	i	0.4
CCCCN(CCCC)CCCNC(=O)CC1Oc2ccc(C)cc2NC1=O (stereo not drawn)	i	i	-1.1
O=[N+]([O-])c1ccccc1N/N=C\c1ccccc1F	i	i	1.3
COC(=O)c1cc(C(=O)OCC(=O)N(C)C2CCS(=O)(=O)C2)cc([N+](=O)[O-])c1 (stereo not drawn)	i	i	0.0
COc1cccc(-n2nnnc2SCC(=O)Nc2ccc(NC(C)=O)cc2)c1	i	i	-1.6
COc1cccc(N=c2oc3c(C)ncc(CO)c3cc2C(N)=O)c1	i	i	-1.3
Cc1ccc(N2C(=O)C3C(C2=O)C(C(=O)c2ccc(Cl)cc2)N2CCCC32)cc1 (stereo not drawn)	i	i	-0.6
COC(=O)NNC(=O)C(c1ccccc1)c1ccccc1	i	i	-0.9
COc1ccc(-c2noc(-c3cccc(OC)c3OC)n2)cc1OC	i	i	-0.2
COC(CNS(=O)(=O)c1ccc(S(=O)(=O)N2CCCC2)cc1)OC	i	i	7.6
CC(C)CN1CCC(=O)N([C@H](CSc2ccccc2)Cc2ccccc2)CC1	i	13*	-0.8
CC(C)C(NS(=O)(=O)c1ccccc1)C(=O)OCc1cc([N+](=O)[O-])cc2c1OCOC2 (stereo not drawn)	i	i	-1.8
Cc1ccc(-n2nc3c(c2NC(=O)c2c(F)cccc2Cl)CS(=O)(=O)C3)cc1C	i	i	0.3
COC(=O)C1CC(O)CN1S(=O)(=O)c1cccs1 (stereo not drawn)	i	i	-2.2
O=C(CCCC(=O)Nc1cccnc1)Nc1cccnc1	i	i	-2.7

Full records as entered above:
CC(=O)NC(CCS(C)(=O)=O)C(=O)Nc1ccc2c(c1)OCO2 (stereo not drawn) as listed: CHT block = i; CHT allo act = i; STK33 kinase inh = 0.5
CCCC(=O)c1cc(F)c(N2CCOCC2)cc1C as listed: CHT block = i; CHT allo act = i; STK33 kinase inh = -1.8
O=c1c(C=NCCCO)c(-c2ccccc2)[nH]n1-c1nc2ccccc2s1 as listed: CHT block = i; CHT allo act = i; STK33 kinase inh = -4.7

Other results.
canonical_smiles	CHT block	CHT allo act	STK33 kinase inh
COc1ccc(/C=N/NC(=O)c2ccncc2)cc1Cn1nc([N+](=O)[O-])c(Br)c1C	i	i	3.8
Cc1ccc(C(=O)Nc2ccccc2C(=O)N2CCCCCC2)cc1	i	i	-0.6
COc1ccc(C2c3ccc4ccccc4c3Oc3ncn(CCCO)c(=N)c32)cc1 (stereo not drawn)	i	i	0.3
O=c1ccc2cc(S(=O)(=O)NCc3ccccc3)ccc2[nH]1	i	i	0.6
CCOC(=O)C1=C(c2ccccc2)NC(=O)NC1c1cc(OCC)c(O)c([N+](=O)[O-])c1 (stereo not drawn)	i	i	-0.9
S=c1[nH]ccn1CCc1ccccc1	i	i	-0.4
Cn1cc([N+](=O)[O-])c(C(=O)n2cccn2)n1	i	i	-1.4
Cc1ccc2c(c1)N(CC(=O)N1CCN(C3CCCCC3)CC1)C(=O)CO2	i	i	0.9
COCCn1c(SCC(=O)N2CCC(C)CC2)nc2ccccc2c1=O	i	i	-2.9
COc1cc(CN2CCN(Cc3ccco3)CC2)cc(OC)c1	i	i	-0.8
CC(=O)NC(Cc1ccccc1F)C(=O)NC1CCN(C(=O)Nc2ccc(C)cc2)CC1 (stereo not drawn)	i	i	-1.8
COc1ccc(/C(O)=C2\C(=O)C(=O)N(c3cc(C)on3)C2c2ccccc2OC)cc1 (stereo not drawn)	i	i	-0.7
NC(=O)CC(NC(=O)c1ccccc1)c1ccc(N2CCCCCCC2)c([N+](=O)[O-])c1 (stereo not drawn)	-11*	i	1.3
Cc1sc2nc(CSCC(=O)Nc3ccc(OC(F)F)cc3)[nH]c(=O)c2c1C	i	i	-0.8
CN(Cc1ccccc1)C(=O)c1cccc(C(=O)N(C)Cc2ccccc2)c1	i	i	-0.2
CCCCCN1N=C(C)CC1=O	i	i	0.9
O=[N+]([O-])c1cccnc1Oc1ccc(F)cc1F	i	i	0.0
O=C(Nc1ccnn1C1CCN(C(=O)c2cccc(Cl)c2)CC1)C1CCOC1 (stereo not drawn)	i	i	-0.2
Cc1ccccc1C(=O)N/N=C/c1ccc(Sc2ccccn2)o1	i	i	-0.8
Cc1cc(C)nc(SCc2nnc(SCC(=O)Nc3nc(-c4ccccc4)cs3)n2-c2ccccc2)n1	i	i	-1.0
O=C(CN1CCN(Cc2ccccc2Cl)C1=O)NCc1ccccn1	i	i	-0.3
CC(=O)N/N=C(\C)c1cccc(C(F)(F)F)c1	i	i	-1.5
